EphA4 KYL inhibition: inhibitors of EphA4 binding to KYL peptide, primary screen, biochemical, colorimetric, mouse EphA4 (AID 689). Ephrin type-A receptor 4 (Mus musculus). hit rate 0.1% among 62,000. one-dose inhibition, % at 10 µM; IC50 in µM for titrated hits. EphA4-AP binding to KYL peptide, pNPP A405; higher % means a stronger effect; in the data active = a potency from the dose series; inactive = the rest, 99 in 100 with inhibition below about 22%
An asterisk follows results filed as active.

SMILES	EphA4 KYL inhibition
CCOC(=O)Cn1c(=O)oc2cc(S(=O)(=O)Nc3ccc(F)cc3)ccc21	-4.9%
COc1ccc(OC)c2[nH]c(=O)c(CCNC(=O)c3ccc(S(=O)(=O)N4CCCC4)cc3)cc12	-10.7%
O=c1cc(CSc2nnc(-c3cccnc3)n2-c2ccccc2F)nc2sccn12	-16.0%
c1ccc2[nH]c(NCCCN3CCOCC3)nc2c1	-12.4%
Oc1ccc2ccccc2c1C=Nc1cc(C(F)(F)F)ccc1N1CCCC1	2.3%
O=c1oc2ccccc2c(Nc2cccc3ccccc23)c1[N+](=O)[O-]	0.6%
Cc1ccc(S(=O)(=O)NCC(=O)OC2CCOC2=O)cc1 (configuration not stated)	-1.9%
COC(=O)c1oc2ccc(Br)cc2c1-n1cccc1	-5.5%
Cc1nnc(NCc2ccco2)s1	-16.4%
CCOc1ccc2[nH]c(=O)c(CN(Cc3ccco3)C(=O)c3cccc(F)c3)cc2c1	-2.7%
Cc1ccc(-n2c(Cc3cccn3C)nnc2SCC(=O)Nc2ccc3c(c2)OCO3)cc1	-2.8%
COc1ccc2c(Cl)c(C(=O)Nc3ccc(N4CCOCC4)cc3)sc2c1	1.4%
CCOC(=O)c1c(C)[nH]c2cc(Br)c(O)cc12	-5.1%
CNC(=O)CSc1nnc(COc2ccc(Cl)cc2)n1CCOC	-9.6%
O=C(NCCc1ccccc1F)C1CCCN1S(=O)(=O)c1ccccc1 (configuration not stated)	-12.0%
CS(=O)(=O)NCCCNc1ccc(Cl)cc1[N+](=O)[O-]	-5.4%
CC1Oc2ccccc2N(CC(=O)N2CCCc3ccccc32)C1=O (configuration not stated)	-5.9%
Cc1cc(C)n(-c2ccc(Cl)c(C(=O)OCC(=O)N3CCCCC3C)n2)n1 (configuration not stated)	-7.1%
O=C(CCS(=O)(=O)c1ccc(Cl)cc1)Oc1ccc2c(c1)OCO2	-4.9%
COc1ccc(-c2cc(C(F)(F)F)c(C#N)c(SCC(=O)Nc3nc(C)co3)n2)cc1	-5.1%
Oc1ccc(Nc2nc(N3CCCC3)c3ccccc3n2)cc1	-12.8%
CC(C)OCC(O)CN (configuration not stated)	-5.3%
CCOC(=O)N1CCN(C(=O)c2ccc(I)cc2)CC1	-0.4%
COc1ccccc1OCC(=O)Nc1ccc(Nc2ccccc2)cc1	-1.0%
CCCCNC(=O)CC1N=C2c3ccccc3N=C(SCC(=O)Nc3ccc(OC)cc3)N2C1=O (configuration not stated)	-12.1%

Reprinted from the part before: 5 compounds, followed by the next part.
SMILES	EphA4 KYL inhibition
Oc1ccc(Nc2nc(N3CCCC3)c3ccccc3n2)cc1	-12.8%
CC(C)OCC(O)CN (configuration not stated)	-5.3%
CCOC(=O)N1CCN(C(=O)c2ccc(I)cc2)CC1	-0.4%
COc1ccccc1OCC(=O)Nc1ccc(Nc2ccccc2)cc1	-1.0%
CCCCNC(=O)CC1N=C2c3ccccc3N=C(SCC(=O)Nc3ccc(OC)cc3)N2C1=O (configuration not stated)	-12.1%
COc1ccc(/C=N/Nc2snc(SC)c2C#N)cc1OC	-3.4%
COc1ccc(C(=O)/C=C/Nc2cc(C)on2)c(OC)c1	-11.3%
O=C1c2ccccc2C(=O)N1c1ccc(S(=O)(=O)N2CCOCC2)cc1	-4.6%
COc1ccc(CCNC(=O)c2cnn3c(C(F)F)cc(C)nc23)cc1OC	-7.5%
CC(C)COc1ccc(C(=O)Nc2ccc(Br)cc2)cc1	-17.0%
O=C(/C=C/c1cn(Cc2ccccc2)c2ccccc12)c1ccc(Cl)cc1	9.6%
COc1ccc(-c2c(C)n([O-])c(C)c(C)[n+]2=O)cc1	-7.9%
C=CCSc1nc(N)c2c(C)c(C)sc2n1	-0.5%
CCOc1[nH]n(-c2ccccc2)c(=O)c1C=Nc1ccc(Cl)cc1	-9.0%
CCn1c(CCNC(=O)c2ccc(Cl)c(Cl)c2)nnc1SCCOc1ccc(OC)cc1	-8.2%
O=C(Nc1nccs1)c1cc2c(s1)-c1ccccc1OC2	-8.4%
Cc1ccc(-n2c(CCc3ccccc3)nnc2SCC(=O)NCc2ccccc2)cc1C	-39.0%
COc1ccccc1CNC(=O)c1c(N)n(CCCN2CCOCC2)c2nc3ccccc3nc12	-0.1%
Cc1ccc(NC(=O)c2c(C)nc(Nc3nc4ccccc4o3)nc2C)cc1	-10.9%
Cc1cc(N=Cc2cc(Cl)ccc2O)no1	-6.8%
COc1ccc(-c2ccc(-c3noc(-c4ccc(OC)c(OC)c4)n3)c(OC)n2)cc1	0.9%
COc1ccc(OC)c(NC(=O)c2nnn(CCc3ccccc3)c2N)c1	4.9%
CCCNC(=O)c1ccc(-c2nc3ccccc3s2)s1	5.6%
COCCNC(=O)c1ccccc1NC(=O)C1COc2ccccc2O1 (configuration not stated)	-13.3%
O=C(c1ccccc1)c1cn[nH]c1-c1ccccc1O	-5.5%
Cc1nn(-c2ccccc2)c2sc(C(=O)NNC(=O)COc3ccccc3)cc12	-10.2%
COc1ccccc1-n1c(N)c(C(N)=O)sc1=S	2.8%
CCn1c(SCC(=O)NCC(=O)Nc2ccc(F)cc2)nnc1-c1ccncc1	-6.7%
CN(C)c1ccc(NC(=S)N(CCc2ccccc2)C2CC(=O)N(c3c(Cl)cccc3Cl)C2=O)cc1 (configuration not stated)	-6.2%
CSCCC(NC(=O)OC(C)(C)C)C(=O)Oc1ccc2c(=O)c(-c3ccc4c(c3)OCCO4)coc2c1 (configuration not stated)	-8.1%
Further records:
SMILES	EphA4 KYL inhibition
COc1ccc(NC(=O)N2CCC(c3ccccc3)C2)c(OC)c1 (configuration not stated)	-12.3%
O=C(OCC(=O)N1CCN(C(=O)c2ccco2)CC1)C1=COCCO1	-7.6%
CCOc1ccc(NC(=O)/C=C/c2ccc(OC)c(Br)c2)cc1	-14.9%
Cc1ccc(SCc2cc(=O)[nH]c(/N=C(\N)Nc3ccc(C)c(C)c3)n2)cc1	9.1%
CC(=O)N(c1ccccc1)S(=O)(=O)c1ccc(Cl)cc1	-1.9%
Cc1ccc(C(=O)Nc2cccc([N+](=O)[O-])c2)o1	0.4%
Cc1ccc(SCc2[nH]nc3c2C(c2ccc(C)o2)C(C#N)=C(N)O3)cc1 (configuration not stated)	-0.7%
O=C(c1ccccc1Oc1ccccc1)N1CCN(c2ccc(F)cc2)CC1	-12.9%
Brc1ccc(-c2nnc(-c3ccccc3)c(N3CCSCC3)n2)cc1	0.7%
O=S(=O)(Nc1nc(CN2CCOCC2)nc2sc3c(c12)CCCC3)c1cc(F)ccc1F	-1.0%
CC1=C(C(=O)OCC2CCCO2)C(c2cccc(C(F)(F)F)c2)C2=C(CCCC2=O)N1 (configuration not stated)	-11.0%
O=c1c(C(c2ccccc2)c2c(O)nc3n(c2=O)CCCS3)c(O)nc2n1CCCS2	1.6%
COc1ccc(OC)c(/C=C2N=C(/C=C/c3ccccc3)OC/2=O)c1	29.8%
O=C(NCCc1c[nH]c2ccccc12)c1cnc2sccn2c1=O	-11.4%
O=P(Cc1ccccn1)(c1ccccc1)c1ccccc1	-2.2%
COc1ccc(N(CC(=O)N2c3ccccc3CC2C)S(=O)(=O)c2c(C)nn(C)c2C)cc1 (configuration not stated)	-7.0%
O=C(NCC1CCCO1)C1CC(=O)N(C2CCCCCC2)C1 (configuration not stated)	-0.5%
COc1ccc(OCC(O)CN(C2CCCCC2)C2CCCCC2)cc1 (configuration not stated)	-13.3%
Cc1oc2cc(OCC(=O)OCc3ccccc3)ccc2c(=O)c1-c1nc2ccccc2s1	-9.6%
COc1cccc(CNn2c(-c3cccc(C)c3)nc3ccccc3c2=O)c1O	4.3%
CSCC[C@H](NC(=O)OC(C)(C)C)c1nnc(SCc2ccc(F)cc2)o1	-1.2%
O=C(Cn1c(=O)oc2ccccc21)NC(=O)NCc1ccco1	-17.3%
CCOC(=O)c1c(CN2CCC(C)CC2)oc2ccc(OC)cc12	-16.0%
S=C(c1cccc(OCc2ccccc2)c1)N1CCOCC1	-13.5%
Cc1ccc(CNc2oc(COc3ccccc3Cl)nc2C#N)cc1	-11.8%

Gathered by group, the compounds so far with a cyano group.
SMILES	EphA4 KYL inhibition
COc1ccc(-c2cc(C(F)(F)F)c(C#N)c(SCC(=O)Nc3nc(C)co3)n2)cc1	-5.1%
COc1ccc(/C=N/Nc2snc(SC)c2C#N)cc1OC	-3.4%
Cc1ccc(SCc2[nH]nc3c2C(c2ccc(C)o2)C(C#N)=C(N)O3)cc1 (configuration not stated)	-0.7%
Cc1ccc(CNc2oc(COc3ccccc3Cl)nc2C#N)cc1	-11.8%

Continuation.
SMILES	EphA4 KYL inhibition
COC(=O)C(Cc1ccccc1)NC(=O)COc1ccc(C(C)(C)C)cc1 (configuration not stated)	-4.3%
Nc1cc(-c2ccccc2)nn1Cc1ccc(Cl)cc1	-11.2%
O=C(CSCc1ccccc1)Nc1cccc(C(=O)Nc2ccccc2C(=O)O)c1	-4.0%
CCOc1ccccc1C(=O)NC1CC2CCCC(C1)N2Cc1nnnn1Cc1ccco1 (configuration not stated)	-15.8%
O=C(NCCOC(=O)c1cccs1)c1cccnc1	-12.4%
CCc1cccc2c1NC(=O)[C@]21[C@@H]2C(=O)N(Cc3ccccc3)C(=O)[C@@H]2[C@@H]2CCCN21	0.8%
CC(C)OCCCNC(=O)CN1CCN(Cc2ccccc2Cl)C1=O	-1.7%
O=C(CSc1nnc(-c2ccc(Cl)s2)o1)N1CCCc2ccccc21	0.3%
COc1ccc2nc(SCC(=O)Nc3c(C)cccc3C)[nH]c2c1	5.0%
COc1cccc(CNC(=O)c2cnc(-c3ccccn3)nc2C(F)(F)F)c1	3.1%
O=C(NNc1cccc(Cl)n1)c1ccc(Cl)cc1Cl	-10.3%
Cc1ccc(S(=O)(=O)N2CCN(C(=O)c3ccccc3)CC2)cc1	-4.1%
COc1ccccc1C(=O)Nc1nnc(-c2ccc3c(c2)CCCC3)o1	10.0%
O=C(c1ccco1)N1CCN=C1SCc1ccccc1Cl	-3.5%
O=C(COc1ccc(CO)cc1Cl)Nc1ccc(F)cc1	12.6%
CCC(=O)Nc1cccc(NC(=O)CSc2nnnn2Cc2ccccc2)c1	-9.4%
Cc1csc(NC(=O)CSc2nc3ccccc3s2)n1	-10.7%
O=C(CCCC(=O)NCC1CCCO1)NCC1CCCO1 (configuration not stated)	1.2%
CCC(=O)N1CCCc2cc(S(=O)(=O)N3CCN(c4ncccn4)CC3)ccc21	-9.7%
COC(=O)c1cc2sc(Cl)cc2n1Cc1nc(-c2cccc(C)c2)oc1C	5.0%
COc1ccc(CN(CC(=O)NC2CCCC2)C(=O)c2onc(C(N)=O)c2N)cc1	2.1%
CN1C(=O)N(C)C(NC(=O)NC(C)(C)C)C1NC(=O)NC(C)(C)C (configuration not stated)	2.5%
COc1ccc(CCNC(=O)CN2CCC(C(N)=O)CC2)cc1	3.8%
CCOCCc1c(O)nc(SCC(=O)NCc2ccco2)[nH]c1=O	-12.8%
COc1cccc(OC)c1OCCCCOc1c(OC)cccc1OC	-4.0%

Three compounds out of the list above, arranged by the value under EphA4 KYL inhibition, low to high:
| SMILES | EphA4 KYL inhibition |
| --- | --- |
| Cc1ccc(S(=O)(=O)N2CCN(C(=O)c3ccccc3)CC2)cc1 | -4.1% |
| COc1ccccc1CNC(=O)c1c(N)n(CCCN2CCOCC2)c2nc3ccccc3nc12 | -0.1% |
| O=C(/C=C/c1cn(Cc2ccccc2)c2ccccc12)c1ccc(Cl)cc1 | 9.6% |

Remaining list, next part:
SMILES	EphA4 KYL inhibition
COc1ccc(CC(=O)NC(C)c2nnc(SCCOc3ccc(OC)cc3)n2C)cc1 (configuration not stated)	-12.0%
CCCC(=O)Nc1nc(C)c(-c2csc(Nc3ccc(Cl)cc3)n2)s1	-2.9%
Cc1cccc(C)c1NC(=O)CSc1nnc(Cn2nnc(-c3ccccc3)n2)n1-c1ccccc1	-8.4%
CC(C)NC(=O)CSc1nc2ccccc2n1CC(=O)N1CCc2ccccc21	-6.6%
CCOc1cc(OCC)cc(C(=O)Nc2cc(Cl)cc(Cl)c2)c1	0.7%
O=[n+]1cc(-c2cccc3ccccc23)n([O-])c2c1CCC2	-1.9%
Cc1cc(C)c2oc(-c3cccc(NC(=S)NC(=O)c4ccco4)c3)nc2c1	6.0%
CCOc1cc(/C=C\[N+](=O)[O-])ccc1OCC(=O)Nc1ccccc1C	1.2%
CC(=O)c1nn(-c2cccc(Br)c2)cc1C(=O)c1ccc(C)cc1	0.8%
CC1(c2cc([N+](=O)[O-])cc([N+](=O)[O-])c2)CC(C)(C)N(C(=O)c2ccccc2)c2ccccc21 (configuration not stated)	-4.5%
CCOc1ccc2nc(SCC(=O)NC3CCS(=O)(=O)C3)[nH]c2c1 (configuration not stated)	2.9%
COc1ccc(C(=O)c2ccc(OC)cc2O)c(O)c1	-6.1%
Cn1c(Sc2ccc(C(F)(F)F)cc2[N+](=O)[O-])nnc1-c1ccccc1	-10.4%
COc1ccc(N2C(=O)c3ccc(OCCOc4ccc5c(c4)C(=O)N(c4ccc(OC)cc4)C5=O)cc3C2=O)cc1	-16.8%
COc1cccc(/C=N/N2CCN(Cc3ccc(Cl)cc3)CC2)c1	-2.7%
O=C(O)c1cc(S(=O)(=O)N2CCOCC2)c(Sc2ccccn2)cc1Sc1ccccn1	-7.8%
Cc1ccc2ncnc(NCCc3ccccc3)c2c1	0.9%
Fc1ccc(C2C3=C(Nc4ncnn42)c2ccccc2OC3c2ccncc2)cc1 (configuration not stated)	4.5%
COc1ccc2cc3cc(C(=O)N4CCN(Cc5ccc6c(c5)OCO6)CC4)oc3nc2c1	-24.8%
CCOC1(C(F)(F)F)NC(=O)N(Cc2ccc(OC)cc2)C1=O (configuration not stated)	-14.4%
CCCCOc1ccccc1C1CC(=O)NC2=C1C(=O)CCC2 (configuration not stated)	-18.9%
Cc1cccc(NC(=O)/C=C/c2ccc(F)cc2)c1	5.5%
Cc1ccc(N2C(=O)c3ccccc3NC2c2ccccc2F)cc1 (configuration not stated)	-16.4%
COc1ccc2c(C)cc(SCC(=O)c3ccc4c(c3)OCO4)nc2c1	11.5%
O=C(COc1ccccc1O)Nc1ccccc1Cl	-5.5%
CC(C)CSc1nnc2c(n1)[nH]c1ccccc12	1.6%
O=C(c1cccs1)N1CCN(Cc2ccncc2)CC1	-5.7%
CC1(C(=O)NC2CCCCCCC2)CCC(=O)N1CCN1CCOCC1 (configuration not stated)	-12.9%
Cc1cc(C(=O)OCC(=O)Nc2ccc(F)cc2F)c(C)o1	-0.4%

Source: PubChem

Some of the compounds tested; rates above refer to the full screens.
